Epigenetic reg: Quantitative High-Throughput Screen for Regulators of Epigenetic Control; actives 0.2% (n = 280,000); Potency, µM (highest dose often 53.9 µM), for the others: top-dose GFP activation, most hits filed as activators; AID 1865, 2009; murine LDR cells, GFP reporter derepression, 30 h; active means well fitted activation curve with a large enough effect; inconclusive means small, poorly fitted or top-dose-only effect; further: % of control where 0% means no effect; nearly all actives have a fitted effect of over 60% in size
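In this reporter-derepression format, murine cells bearing a silenced integrated CMV-GFP locus incubate with test compound (30 h, 37 C), then are washed and imaged; fluorescent objects of 20–120 um count as induced cells.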
* = called active by the depositor; ? = inconclusive. Potency means the concentration at half of the fitted maximal effect. Only part of the results is shown. The share of hits here may be higher or lower than overall.

Epigenetic reg | Compound
-0.5% | Cc1cc(S(=O)(=O)Nc2ccc(O)c(Sc3nc4ccccc4s3)c2)ccc1Cl
11.3% | COc1ccc(C(=O)Nc2ccc3nc4n(c(=O)c3c2)CCCCC4)cc1OC
-0.8% | COc1ccc(NC(=O)CC2C(=O)N(c3cccc(OC)c3)C(=O)N2Cc2ccc3c(c2)OCO3)cc1 (stereo not given)
-1.6% | Cc1ccc(-n2c(-c3ccc(Br)cc3)nc3c(cnn3-c3ccccc3)c2=O)cc1
8.0% | CCOc1ccc(NC(=O)C2CCCN(S(=O)(=O)c3ccc(Br)s3)C2)cc1 (stereo not given)
0.0% | CCOC(=O)C1=C(CN2CCN(c3cc(C)ccc3C)CC2)NC(=O)NC1c1ccccc1 (stereo not given)
-0.4% | Cc1c(CNCCCc2ccccc2)c(C(=O)O)c(C)n1Cc1cccc(Cl)c1
0.6% | Clc1ccccc1-c1nnc(COc2ccccc2)o1
0.0% | CCOc1ccccc1NC(=O)CSc1nc2c(sc3ccccc32)c(=O)n1CCCC(=O)NC1CCCC1
-1.0% | CC(=O)c1ccccc1OCC(O)Cn1c(CO)nc2ccccc21 (stereo not given)

More records.
Epigenetic reg | Compound
10.9% | CCC(C)NC(=O)CSc1c2c(nc3cc(Cl)ccc13)CCCC2 (stereo not given)
-1.6% | Cc1cc2nn(-c3ccccc3)nc2cc1NC(=O)Cc1ccc(Cl)cc1
-1.1% | CCOc1ccc(S(=O)(=O)N2CCN(c3ccc(C)cc3C)CC2)c2ccccc12
1.5% | COc1ccc(C)cc1-n1nnc(S(=O)(=O)c2ccc(C)cc2)c1C
1.1% | CCOCCc1nnc(NC(=O)C(=O)c2cc(C)n(-c3cccc(Cl)c3)c2C)s1
-0.3% | CCCOc1ccc(C(=O)Nc2cc3c(cc2N2CCCCC2)n(C)c(=O)n3C)cc1
7.4% | COc1ccc(NC(=O)CSc2ncc3c(n2)-c2ccccc2N(C)S3(=O)=O)cc1Cl
-0.9% | COc1ccccc1N1CCN(C(=O)C2CCN(S(=O)(=O)c3cccs3)CC2)CC1
-0.1% | CCc1ccc(C(=O)NC2=NC(c3cc(OC)ccc3OC)CC(=O)N2)cc1 (stereo not given)
? | CCCSCCCNC(=O)c1ccc(Cn2c(=O)c3cccn3c3cccnc32)cc1

Next part, starting with the last 5 of the part before.
Epigenetic reg | Compound
-0.3% | CCCOc1ccc(C(=O)Nc2cc3c(cc2N2CCCCC2)n(C)c(=O)n3C)cc1
7.4% | COc1ccc(NC(=O)CSc2ncc3c(n2)-c2ccccc2N(C)S3(=O)=O)cc1Cl
-0.9% | COc1ccccc1N1CCN(C(=O)C2CCN(S(=O)(=O)c3cccs3)CC2)CC1
-0.1% | CCc1ccc(C(=O)NC2=NC(c3cc(OC)ccc3OC)CC(=O)N2)cc1 (stereo not given)
? | CCCSCCCNC(=O)c1ccc(Cn2c(=O)c3cccn3c3cccnc32)cc1
? | CCN(CC)c1ccc2cc(-c3nnc(-c4cccc(Cl)c4)o3)c(=O)oc2c1
-0.7% | Cc1ccc(-c2cn(-c3cccc(Cl)c3)c(S(=O)(=O)CC(=O)Nc3ccccc3F)n2)cc1
-1.6% | COc1cc(Nc2nc3ccc(Cl)cc3nc2-n2nc(C)cc2C)cc(OC)c1
0.0% | COc1ccc(S(=O)(=O)N(CCc2ccccc2)CC(=O)Nc2cc(Cl)ccc2C)cc1
-0.7% | COc1ccc(NC(=O)c2cc(C3CC3)nc3c2c(C)nn3-c2ccccc2)cc1
0.8% | O=C(Cn1c(=O)oc2cc(S(=O)(=O)N3CCCCC3)ccc21)NCc1ccc(Cl)cc1
-3.5% | COc1cc(-c2noc(-c3ccc(N4CCN(C)CC4)c([N+](=O)[O-])c3)n2)cc(OC)c1OC
1.5% | Cc1ccc2oc(=O)c3cnn(CC(=O)N4CCN(c5ccccc5F)CC4)c3c2c1
0.8% | Cc1ccc(C)c(CN2C(=O)c3ccccc3S(=O)c3ccc(C(=O)N4CCCCC4)cc32)c1 (stereo not given)
-1.8% | CCOC(=O)c1c(-c2ccccc2)csc1NC(=O)c1cc(-c2ccc(Cl)cc2)on1

Further records
Epigenetic reg | Compound
? | O=C(Cn1c(=O)n(-c2ccc(Cl)cc2)c(=O)c2oc3ccccc3c21)Nc1ccccc1
0.0% | COc1ccc(C(C)NC(=O)CN(c2cc(OC)ccc2OC)S(=O)(=O)c2ccccc2)cc1 (stereo not given)
0.8% | Cc1ccccc1C(=O)Nc1ccc(NC(=O)c2cccs2)cc1
-1.3% | CN(Cc1ccccc1)C(=O)c1cc2c(s1)-c1ccc(Cl)cc1SC2
0.4% | COc1ccccc1-c1noc(-c2ccc(N(C)Cc3ccccc3)c([N+](=O)[O-])c2)n1
-5.1% | CCCCCOc1ccccc1CN1C(=O)C(=O)c2cc(C)ccc21
-3.1% | O=C(NCC1CCCO1)c1c[nH]c2ccc(S(=O)(=O)Nc3ccc(F)cc3F)cc2c1=O (stereo not given)
0.3% | COc1ccccc1NC(=O)C1=C(C)Nc2nc(SCc3ccccc3)nn2C1c1cccc(O)c1 (stereo not given)
4.6% | CCOc1ccc(-c2nc(SCC(=O)NCCOC)c(-c3ccc(OC)c(OC)c3)[nH]2)cc1
1.4% | COc1ccc(CNC(=O)c2cc3cccc4c3n2CC(C)S4)cc1 (stereo not given)

Further compounds.
Epigenetic reg | Compound
-6.0% | CC1CN(C(=O)Nc2ccc(C(=O)NCCc3ccccc3Cl)cc2)c2ccccc2S1 (stereo not given)
3.3% | CCN1CCN(c2oc(/C=C/c3ccccc3OC)nc2C#N)CC1
-1.7% | O=C(Cn1c(=O)n(Cc2nc(-c3ccccc3)no2)c(=O)c2cc3c(cc21)OCO3)Nc1ccc(Cl)cc1
2.8% | COc1ccccc1CNS(=O)(=O)c1ccc(-c2cc(C(F)(F)F)on2)s1
3.8% | CCOC(=O)c1ccc(NC(=O)Cn2cc(C(=O)C3CC3)c3ccccc32)cc1
-1.9% | CN(C)c1ccc(CN(Cc2ccco2)C(=O)COc2ccc(F)cc2)cc1
-1.0% | CCn1c2ccccc2c2nnc(SCCN3CCCCC3)nc21
-1.1% | Cc1ccc(N2CCN(C(=O)C3CCN(S(=O)(=O)c4ccc5c(c4)oc(=O)n5C)CC3)CC2C)cc1 (stereo not given)
-0.2% | CCOc1ccc(CCNC(=O)Cn2nnc(-c3ccccc3)n2)cc1OCC
-0.9% | Cc1ccc(Cl)cc1NC(=O)C1CCCN(c2cnccn2)C1 (stereo not given)

(next part)
Epigenetic reg | Compound
-4.9% | COC(=O)c1ccc(Cl)cc1NC(=O)Nc1nnc(N(C)Cc2ccccc2)s1
9.3% | Cc1cccc(C(C)C)c1NC(=O)c1ccc2c(c1)CCN2S(C)(=O)=O
-1.9% | COc1ccc(-n2nnc(-c3nsc(NC(=O)c4cccs4)n3)c2C)cc1OC
-0.8% | CCOC(=O)c1c(C)n(-c2ccccc2)c2ccc(OC(=O)c3c(F)cccc3F)cc12
-0.3% | Cc1c(C(=O)N(Cc2ccc(N(C)C)cc2)CC2CCCO2)oc2ccc(Br)cc12 (stereo not given)
-1.6% | O=C(O)c1ccc(-n2c(/C=C\c3ccc(O)cc3)nc3ccccc3c2=O)cc1
-4.1% | O=S(=O)(NCC(c1ccccc1)N1CCc2ccccc21)c1ccccc1 (stereo not given)
1.1% | Cc1ccc(Cl)cc1N(C)C(=O)c1cn(C2CCCCC2)c(=O)c2c1c1ccccc1n2C
-4.9% | Cc1ccc(S(=O)(=O)c2cn(CC(=O)Nc3cccc(Cl)c3)c3ccccc3c2=O)cc1
0.1% | COc1ccc(OCCn2c(NC(=O)c3ccc(OC)cc3)nc3ccccc32)cc1

Going on with the list:
Epigenetic reg | Compound
-6.2% | COc1cccc(NS(=O)(=O)c2ccc3c(c2)[C@H]2C=CC[C@H]2[C@@H](c2ccccc2Cl)N3)c1
2.7% | Cc1ccc(-n2nc3c(N4CCCC(C(=O)NCCc5ccccc5)C4)nnc(C)c3c2C)cc1 (stereo not given)
-0.7% | COc1ccc(Nc2nc(Nc3ccc(OC)cc3OC)nc(N3CCOCC3)n2)c(OC)c1
-3.8% | Clc1ccc2nc(NCc3ccccc3)c3nncn3c2c1
-1.6% | CCOc1ccc(NC(=O)C(CC)n2nc(C)c3c(C)n(-c4ccccc4)nc3c2=O)cc1 (stereo not given)
-1.0% | Clc1ccc(-c2cn3cc(Cc4ccccc4)sc3n2)cc1
3.5% | COC(=O)c1ccccc1NC(=O)c1ccc2c(c1)CCN2S(=O)(=O)c1ccc(C)cc1
0.3% | CCCCOC(=O)CSc1nnc(-c2ccc(C)cc2)o1
-1.1% | Cc1cc(C)cc(NC(=O)C2CCCN2S(=O)(=O)c2cccc3nsnc23)c1 (stereo not given)
0.0% | CN(C)S(=O)(=O)N(CC(=O)Nc1ccc(C(F)(F)F)cc1)c1ccccc1

Next section:
Epigenetic reg | Compound
2.2% | O=C(c1ccc2c(c1)N(Cc1ccccc1)C(=O)c1ccccc1S2(=O)=O)N1CCCC1
-0.6% | Cc1cccn2c(=O)c3cc(C(=O)NC(C)c4ccccc4)c(=N)n(CCCO)c3nc12 (stereo not given)
6.5% | COc1ccc(OC)c(NC(=O)CCn2cnnn2)c1
-1.6% | COc1ccc(S(=O)(=O)N(CC(=O)NCc2ccccc2)c2ccc(C)cc2)cc1OC
0.0% | CCc1nn(CC(=O)NCCc2ccc(Cl)cc2)c(=O)c2cc3ccccc3n12
-1.1% | COCc1cc(C)nc2c1C(=O)NC(c1ccc(Br)cc1)N2Cc1ccccc1 (stereo not given)
2.2% | Cc1ccc(NC(=O)Cn2ncn3c(cc4ccccc43)c2=O)cc1C
-2.6% | CC1CCc2c(sc3nnn(Cc4cccc(C(=O)OC(C)C)c4)c(=O)c23)C1 (stereo not given)
11.5% | CCOc1cc(/C=C(\C#N)C(=O)Nc2ccccc2C)ccc1OCc1cc(=O)n2nc(CC)sc2n1
-0.9% | CN(C)S(=O)(=O)c1ccc2c(c1)N(CC(=O)Nc1ccc(F)cc1)C(=O)CS2

Other structures follow:
Epigenetic reg | Compound
1.1% | CC1=C(C(=O)Nc2cc(C)cc(C)c2)C2(CCCCC2)OC1=O
? | Cn1c(/C(C#N)=C/c2ccc(C(F)(F)F)cc2)nc2ccccc21
-1.9% | Cc1ccc(CN(Cc2ccco2)C(=O)c2ccc(Cl)cc2Cl)cc1
4.0% | CCN(CCCNC(=O)c1cc2cc3ccc(C)cc3nc2s1)c1ccccc1
? | Cc1ccc(-n2c(=O)c3ccc(C(=O)NCc4ccco4)cc3n(CC(=O)Nc3ccc(C)c(F)c3)c2=O)cc1
-1.0% | Cc1cc2nn(-c3ccc(F)cc3)nc2cc1NC(=O)c1cc(Cl)ccc1Cl
3.8% | COc1cc(Cn2c(=O)sc3ccccc32)ccc1OCCC(C)C
-0.3% | Cc1cccc(NC(=O)CN(C)S(=O)(=O)c2ccc3c(c2)CCC(=O)N3)c1C
-3.4% | CCOC(=O)c1cnc2c(C(F)(F)F)cccc2c1Nc1cccc(C(=O)OC)c1
0.4% | CCOC(=O)c1ccc(NC(=O)CC2C(=O)N(c3cccc(OC)c3)C(=O)N2Cc2cccnc2)cc1 (stereo not given)

Reprinted at random: 3 compounds from above.
Epigenetic reg | Compound
-3.4% | CCOC(=O)c1cnc2c(C(F)(F)F)cccc2c1Nc1cccc(C(=O)OC)c1
? | Cc1ccc(-n2c(=O)c3ccc(C(=O)NCc4ccco4)cc3n(CC(=O)Nc3ccc(C)c(F)c3)c2=O)cc1
? | Cn1c(/C(C#N)=C/c2ccc(C(F)(F)F)cc2)nc2ccccc21

Additional entries:
Epigenetic reg | Compound
2.7% | Cc1ccc(CCNC(=O)c2ccc3[nH]c(C)c(C)c3c2)cc1
-1.6% | CCCOc1ccc(C(=O)Nc2ccc(NC(=O)c3ccc(Br)cc3)cc2)cc1
-0.5% | O=C1CN(C(=O)Nc2ccccc2C(F)(F)F)C(c2ccccc2)c2c(sc3c2CCCC3)N1 (stereo not given)
5.5% | Cc1ccc(C)c(Cn2c(=O)n(CCCC(=O)NCCc3ccc(Cl)cc3)c(=O)c3ccccc32)c1
5.7% | CCOc1ccccc1CNC(=O)c1ccc(-c2nc(CSc3ccc(C)cc3)c(C)o2)cc1
-2.1% | O=C(NCCn1ccc2ccccc21)c1ccc(Cl)cc1
-1.4% | CCC(CC)c1nn2cc(-c3ccccc3)nc2s1
-1.9% | CCN(CC)CCCNC(=O)C(=O)Nc1ccc2nc3n(c(=O)c2c1)CCCCC3
0.0% | COc1ccc(Cl)cc1C(=O)Nc1ccc2oc(-c3ccc(C(C)(C)C)cc3)nc2c1
-2.1% | C#CCn1c(COc2ccccc2C)nc2ccccc21

A different layout for some results above.
O=C(NCCn1ccc2ccccc21)c1ccc(Cl)cc1
  Epigenetic reg: -2.1%
Cc1ccc(C)c(Cn2c(=O)n(CCCC(=O)NCCc3ccc(Cl)cc3)c(=O)c3ccccc32)c1
  Epigenetic reg: 5.5%

(further entries)
Epigenetic reg | Compound
-0.2% | COc1ccc(-n2nnnc2SCC(=O)NCCc2ccccc2)cc1
-0.2% | COc1cccc(NC(=O)c2ccc(CNS(=O)(=O)c3ccc4c(c3)C(C)(C)C(=O)N4C)cc2)c1
14.1% | Cc1c(Cl)cccc1Nc1nn2c(=O)c3ccc(C(=O)N(C)Cc4ccccc4)cc3nc2s1
2.6% | COc1ccc(C)cc1NC(=O)c1ccc2c(Cl)c3c(nc2c1)CCC3
3.3% | Cc1cc(C)c(NC(=O)CN(C)S(=O)(=O)c2ccc3c(c2)c(=O)n(C)c(=O)n3C)c(C)c1
-1.0% | CCN1CCN(c2cc(C)c3cc(NC(=O)c4cccc(Cl)c4)ccc3n2)CC1
-0.8% | COc1ccc(/C=C(\C#N)c2nc3ccccc3c(=O)[nH]2)cc1OC
? | CCOc1ccc(CN2C(=O)C(=O)c3cccc(C)c32)cc1OC
3.3% | Cn1c(=O)oc2cc(S(=O)(=O)NC(Cc3ccccc3)C(=O)Nc3ccc(F)c(Cl)c3)ccc21 (stereo not given)
